JMJD2C inh – human JMJD2C demethylase inhibition; GST-JMJD2C(1-420) H3K9me3 demethylation, DELFIA europium; 330,000 compounds, 0.069% hits; Q9H3R0; AID 2099; inhibition, % at 2.35 µM;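 active = more than half of a compound's replicate wells show inhibition beyond 50%, single wells judged on their own value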;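 note: signal counts dimethyl H3K9 product captured on neutravidin plate; 0% = median of DMSO wells and 100% = 0.3 times that DMSO median; strong numbers were not always called active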
Target sequence (Q9H3R0 1-420 limits assumed): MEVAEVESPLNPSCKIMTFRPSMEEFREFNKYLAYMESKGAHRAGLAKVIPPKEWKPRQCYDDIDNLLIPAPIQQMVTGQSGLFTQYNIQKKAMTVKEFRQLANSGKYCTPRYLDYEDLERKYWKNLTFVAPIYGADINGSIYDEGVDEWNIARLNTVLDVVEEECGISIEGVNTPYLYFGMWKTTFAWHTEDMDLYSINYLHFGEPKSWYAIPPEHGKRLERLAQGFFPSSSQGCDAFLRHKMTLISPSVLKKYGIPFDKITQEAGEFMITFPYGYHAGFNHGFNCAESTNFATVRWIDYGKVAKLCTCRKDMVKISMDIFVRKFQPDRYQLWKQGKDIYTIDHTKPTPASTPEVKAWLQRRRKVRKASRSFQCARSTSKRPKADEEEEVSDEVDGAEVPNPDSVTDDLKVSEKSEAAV
core dimer inh – HCV core protein dimerization inhibition. TR-FRET GST/Flag-core106 dimerization, 1536-well. 300,000 compounds, 0.33% hits. inhibition, % at 5 µM;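 active = inhibition above the mean of all tested compounds plus 3 SD, set per screening campaign, cut at about 45% in these data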
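Test system: GST/Flag-tagged HCV core106 proteins; Medium: KF-containing HEPES buffer, pH 7.45, DTT, CHAPS, BSA; Times: compound-protein-antibody incubation 4 h at 22.5 °C; Detection: TR-FRET 671 and 617 nm emission; Benchmarks: wells lacking GST-core106 and wells with excess unlabelled core106.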
procasp7 counter – activates human procaspase-7, counter-screen for procaspase-3 activators; P55210; recombinant procaspase-7, Ac-DEVD-pNA absorbance 405 nm; D23A/D198A/D206A triple mutant, cannot self-cleave; scale: DMSO 0, 5 µM enzyme 100; activation, % at 8.5 µM; 330,000 compounds, 0.093% hits;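 active = percent activation above the screen-wide mean plus 3 SD, cut at about 25% in these data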
Target sequence (P55210 whole entry D23A/D198A/D206A): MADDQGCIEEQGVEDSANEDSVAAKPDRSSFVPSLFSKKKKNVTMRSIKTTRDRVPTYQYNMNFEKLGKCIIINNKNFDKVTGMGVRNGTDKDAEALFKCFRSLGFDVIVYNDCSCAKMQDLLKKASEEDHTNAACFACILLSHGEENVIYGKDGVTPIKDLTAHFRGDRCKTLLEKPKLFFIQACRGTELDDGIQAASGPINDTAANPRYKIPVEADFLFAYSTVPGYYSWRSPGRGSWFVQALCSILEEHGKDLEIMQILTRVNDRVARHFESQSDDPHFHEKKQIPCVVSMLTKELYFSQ
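Assay system – Uncleavable procaspase-7 mutant enzyme · Quantity – 2 µM procaspase-7 mutant as dispensed · Times – 1 h preincubation, 2 h reaction · Dosing – single nominal 8.5 µM compound dose, 0.8% DMSO final · Buffer or medium – Zinc-free 50 mM HEPES buffer, pH 7.4, with NaCl and Triton X-100 · Detection – Epi-absorbance of released pNA at 405 nm, two timepoints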
PP1 counter – PP1-alpha (human) inhibition in PP5 counter-screen; P62136; purified PP1alpha, OMFP fluorescence; inhibition, % at 6.7 µM; 320,000 compounds, 0.9% hits;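 active = inhibition above the mean inhibition of all tested compounds plus 3 SD, computed separately for each screening campaign, cut at about 15% in these data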
Target sequence (P62136 whole entry, looked up): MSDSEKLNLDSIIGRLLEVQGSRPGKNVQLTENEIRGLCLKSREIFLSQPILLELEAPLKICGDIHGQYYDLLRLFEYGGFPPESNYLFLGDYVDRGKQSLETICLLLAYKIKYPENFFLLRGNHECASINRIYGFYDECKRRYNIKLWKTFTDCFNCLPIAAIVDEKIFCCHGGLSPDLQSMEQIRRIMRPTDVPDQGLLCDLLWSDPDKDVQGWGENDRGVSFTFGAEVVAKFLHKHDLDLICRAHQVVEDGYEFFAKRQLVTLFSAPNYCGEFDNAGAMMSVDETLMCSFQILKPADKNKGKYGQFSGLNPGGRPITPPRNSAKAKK
CTSL1 counter – blocks F. hepatica cathepsin L1 in PFM18AAP counter-screen | 300,000 compounds, 0.49% hits | AID 1906 | inhibition, % at 5.96 µM | recombinant F. hepatica cathepsin L1, Z-Leu-Arg-MCA fluorescence;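 active = inhibition above the mean of all tested compounds plus 3 SD, set per screening campaign, cut at about 17% in these data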;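 note: 0% = plate median of test compound wells and 100% = 1 µM Z-Phe-Ala-diazomethylketone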
VLA-4 inh – inhibition in a human VLA-4 binding assay; P13612; VLA-4 expressing cells, ligand binding flow cytometry; inhibition, % (about 7 µM as worked out from the volumes in the protocol); 330,000 compounds, 0.2% hits; AID 2557; in the data active = inhibition above about 50%
GRK2 aptamer HTS – human GRK2 inhibition via aptamer displacement; P25098; bead flow cytometry, FAM-aptamer displacement from GRK2; inhibition of aptamer binding, % at 10 µM; 330,000 compounds, 0.59% hits;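 active = inhibition of aptamer binding above 40%, roughly 3 SD of noise, on plates passing a quality check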;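 note: median bead fluorescence of bound FAM aptamer so fluorescent compounds give negative values; no value below 0 was filed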
proCasp3 act – activates human procaspase-3; P42574; recombinant procaspase-3 D3A, Ac-DEVD-pNA absorbance 405 nm; activation, % at 8.5 µM; 330,000 compounds, 0.11% hits;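 active = activation above the mean of all tested compounds plus 3 SD, cut at about 21% in these data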;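 note: 0% = DMSO alone and 100% = DMSO wells spiked with extra 5 µM PC-3 D3A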
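material = Procaspase-3 D3A mutant | probe or stimulus = Ac-DEVD-pNA | compound = single dose, 8.5 µM nominal compound, 0.8% DMSO | timing = 1 h preincubation, 2 h reaction | measured by = 405 nm absorbance of p-nitroaniline, reads at 0 and 120 min | benchmarks = DMSO-only low control, 5 µM PC-3 D3A high control | repeats = singlicate, each compound tested once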
PP5 primary – blocks human protein phosphatase 5 activity; P53041; purified PP5c, OMFP substrate fluorescence; inhibition, % at 6.7 µM; 320,000 compounds, 0.18% hits; AID 1987;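 active = inhibition above the campaign's mean inhibition across all tested compounds plus 3 SD, cut at about 9.5% in these data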;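 note: 0% = DMSO only and 100% = 100 µM cantharidin control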
* marks the source's active call; other numbers are inactive results; · = no result given.

SMILES	JMJD2C inh	core dimer inh	procasp7 counter	PP1 counter	CTSL1 counter	VLA-4 inh	GRK2 aptamer HTS	proCasp3 act	PP5 primary
CCOC(=O)NC(=O)COC(=O)c1ccc(Sc2ncn[nH]2)c([N+](=O)[O-])c1	26	0	-4	-3	-5	3	0	-4	-1.4
Cc1cccn2cc(-c3cccc(S(=O)(=O)N4CCCCC4)c3)nc12	0	14	4	-1	1	13	2	6	0.2
CCOc1ccc(S(=O)(=O)N2CCN(c3ccc(C)cc3C)CC2)cc1	9	7	-11	2	0	2	0	10	2.7
Cc1ccccc1NC(=O)Cc1nc(-c2c[nH]c(C(=O)N3CCCC3)c2)cs1	·	·	3	1	·	9	0	1	-1.3
C=CCn1c(SCC(=O)NCCCC(=O)OCC)nc2scc(-c3ccco3)c2c1=O	-6	-5	-7	1	15	-4	4	-1	1.2
Oc1ccc(-c2n[nH]c(=S)n2-c2ccc3c(c2)OCCO3)c(O)c1	2	-7	-8	8	0	-24	1	-13	-1.1
N#Cc1nc(-c2ccc(OCc3ccccc3)cc2)oc1NCc1cccnc1	27	5	7	4	-1	-3	1	3	2.3
CC(C)C(=O)NC(=O)[C@@H]1CCCN1C(=O)/C=C/c1ccccc1	11	9	6	-6	-2	·	·	13	1.1
C=CCNC(=O)C1CCN(c2cc(C)nc(-c3ccccc3)n2)CC1	31	5	9	-1	-1	8	0	-3	0.7
COc1cc(OC)cc(C(=O)NNC(=O)CNC(=O)c2ccc(Br)o2)c1	6	4	0	-9	1	-10	0	-3	-1.0
Cc1c(C)c2ccc(OCC(=O)NCc3ccccn3)cc2oc1=O	5	-3	-1	2	-7	14	1	-3	-2.0
COC(=O)c1c(NC(=O)COC(=O)CNC(=O)C2CCCCC2)sc(C)c1C	-3	9	0	-1	15	24	0	-1	2.4
Clc1ccc(-n2nnnc2CN2CCOCC2)cc1	-3	1	-5	-4	-3	8	3	4	-0.7
Nc1nnnn1CC(=O)N/N=C/c1ccccn1	-15	3	1	-3	2	18	0	-1	2.6
COc1ccc(OC)c(NC(=O)CCn2c(=S)[nH]c3ccccc3c2=O)c1	6	-1	9	-3	0	-4	0	-9	-2.3
COc1cccc(Cn2nc(C(=O)O)c3ccccc3c2=O)c1	2	-3	0	-3	3	9	3	-1	0.8
CON(C)C(=O)CC(CNC(=O)OC(C)(C)C)c1ccc(Cl)cc1 (centres undefined)	4	·	5	·	·	-5	2	-2	·
C=CCOc1ccccc1/C=c1\sc2nc(-c3oc4ccccc4c3C)nn2c1=O	5	4	1	0	-3	-3	0	10	2.7
COc1ccc(CCNC(=O)COC(=O)c2cnc(Cl)c(Cl)c2)cc1	6	·	2	·	·	16	0	7	·
CSCCC1NC2(C(=O)Nc3c(C)cc(Cl)cc32)[C@@H]2C(=O)N(C3CCCC3)C(=O)[C@H]12 (some centres undefined)	1	3	3	0	6	-13	7	5	2.4
COC(=O)C1=C(C)Nc2ncnn2C1c1ccco1 (centres undefined)	-4	-6	1	-7	7	-7	1	3	0.9
CN(Cc1ccccc1)c1nc2c(c(=O)[nH]c(=O)n2C)n1CCOc1ccccc1	2	9	10	5	4	-2	4	5	0.9
Clc1ccc(-c2cn3nc4c(nc3n2)CCCC4)cc1	2	8	-7	2	1	31	1	-11	3.4
Cc1ccc(S(=O)Cc2ccc(C(=O)N3CCN(C4CCCCC4)CC3)o2)cc1 (centres undefined)	-3	2	2	-3	-6	15	0	2	0.2
CCCNC(=O)C(Cc1ccccc1)NC(=O)c1cccc([N+](=O)[O-])c1 (centres undefined)	-2	·	19	-7	·	2	0	11	-0.1
COc1ccc2oc(C(=O)OCC(=O)NC3(C#N)CCCC3)c(C)c2c1	14	0	6	-5	-1	4	9	-9	1.2
O=C(N/N=C/c1ccc(-c2ccccc2[N+](=O)[O-])o1)c1cccnc1	12	-12	1	-2	2	6	0	-10	-0.6
Cc1ccc(NC(=O)CN(C)C(=O)c2cccc(S(=O)(=O)NCc3cccs3)c2)cc1	3	·	12	-2	·	4	1	7	1.9
Cc1ccccc1NC(=O)/C(=C/c1ccco1)c1ccccc1	-8	6	-10	1	3	-6	2	-10	-0.6
O=C(Cn1ncc2c3ccccc3n(Cc3ccccc3)c2c1=O)NCc1ccccn1	-2	5	3	0	1	-1	0	-1	-0.3
O=C(NCCCCCCNC(=O)c1cccs1)c1cccs1	4	-6	-10	-8	-4	7	0	1	2.8
O=C(COc1ccc(-n2cnnn2)cc1)Nc1ccc(F)c(F)c1F	-1	·	-7	-7	·	3	0	9	1.6
CC(C)(C)OC(=O)N1CC2Cc3[nH]c(=O)ccc3C(C2)C1 (centres undefined)	2	0	4	-6	3	0	0	2	0.2
COc1ccccc1C(=O)NC(CCSC)C(=O)N1CCN(C/C=C/c2ccccc2)CC1 (centres undefined)	-4	-4	1	4	3	-4	2	6	-1.5
Cc1cc(C)cc(OCC(=O)Nc2cnn(CCCC(=O)O)c2)c1	8	0	5	-2	-1	-9	0	0	-2.0
NCCSc1c(-c2ccccc2)[nH]c2ccccc12	-2	-56	-6	1	0	13	0	-1	5.4
CC(c1ccccc1)n1c(-c2ccncc2)n[nH]c1=S (centres undefined)	-17	-1	-5	2	-2	7	0	-11	1.3
CN(C)CCNC(=S)Nc1ccc(Br)cc1	-13	-11	4	-5	-2	-1	0	-12	1.3
O=C(/C=C/c1ccc(OCCCF)cc1)NCc1ccc(Cl)cc1	2	9	3	4	-8	7	0	-4	3.8
Fc1ccccc1-n1[nH]nnc1=S	8	-6	-8	-5	0	10	2	-2	1.9

Random excerpt: 6 records from the list, in no set order.
SMILES	JMJD2C inh	core dimer inh	procasp7 counter	PP1 counter	CTSL1 counter	VLA-4 inh	GRK2 aptamer HTS	proCasp3 act	PP5 primary
Cc1ccccc1NC(=O)/C(=C/c1ccco1)c1ccccc1	-8	6	-10	1	3	-6	2	-10	-0.6
CC(C)(C)OC(=O)N1CC2Cc3[nH]c(=O)ccc3C(C2)C1 (centres undefined)	2	0	4	-6	3	0	0	2	0.2
Fc1ccccc1-n1[nH]nnc1=S	8	-6	-8	-5	0	10	2	-2	1.9
CN(C)CCNC(=S)Nc1ccc(Br)cc1	-13	-11	4	-5	-2	-1	0	-12	1.3
CC(c1ccccc1)n1c(-c2ccncc2)n[nH]c1=S (centres undefined)	-17	-1	-5	2	-2	7	0	-11	1.3
CCCNC(=O)C(Cc1ccccc1)NC(=O)c1cccc([N+](=O)[O-])c1 (centres undefined)	-2	·	19	-7	·	2	0	11	-0.1

(further entries)
SMILES	JMJD2C inh	core dimer inh	procasp7 counter	PP1 counter	CTSL1 counter	VLA-4 inh	GRK2 aptamer HTS	proCasp3 act	PP5 primary
Cc1ccc(C(=O)Nc2ccc(C(=O)N/N=C/c3ccncc3)cc2)cc1	-9	9	3	16*	-2	3	0	8	-0.7
Cc1cccc(S(=O)(=O)CC(=O)Nc2nc(-c3ccccc3)cs2)c1	-1	2	3	2	1	5	3	8	3.2
Cc1nn(C)c(-c2n[nH]c(=S)n2-c2ccccc2)c1Cl	-11	0	0	1	0	-6	0	-14	1.4
COc1cc(Cl)ccc1OCc1cc(C(=O)NCC(C)c2ccccc2)no1 (centres undefined)	-1	-2	5	6	1	19	1	7	2.7
CN1CCN(CC(=O)N2N=C(c3cccs3)CC2c2ccco2)CC1 (centres undefined)	2	5	6	1	0	0	0	3	0.5
O=C(CN1C(=O)c2ccccc2C1=O)Nc1cccc2cccnc12	5	5	8	0	-4	-5	12	6	1.9
COc1cccc(C(=O)Oc2c(CN3CCOCC3)cc(Cl)c3cccnc23)c1	0	4	-6	5	2	-6	0	-3	1.0
Cc1c(C#N)c(O)n(CCO)c(=O)c1N=Nc1ccccc1	-13	-2	-10	-1	5	16	1	-5	2.9
COc1cc(CNCCNC(=O)c2cccs2)cc(OC)c1OC	-1	-4	9	-1	-3	22	0	5	0.6
Nc1cc(N)nc(SCC(=O)NCc2ccco2)n1	0	-1	5	4	-1	-8	1	5	1.2
CNC(=S)N(Cc1cc2ccc(OC)cc2[nH]c1=O)CC1CCCO1 (centres undefined)	26	-1	4	-7	-1	17	0	1	0.3
Cc1ccc(NC(=O)c2cnccn2)c(Br)c1	6	-3	3	0	1	-4	3	8	2.0
OCCC1CN(Cc2ccc(Oc3ncccn3)cc2)CCN1C1CCCCC1 (centres undefined)	7	-3	3	-1	-5	7	3	2	1.1
CCc1cc(CNC(=O)C2CCC(=O)N(Cc3ccc(Cl)cc3)C2)on1 (centres undefined)	-3	-3	1	0	0	12	1	-6	-2.7
CCOc1cc(C=O)ccc1OCCn1c([N+](=O)[O-])cnc1C	-11	0	7	-4	6	2	0	-8	-1.1
Cc1cccc(CSc2nc3ccncc3n2CC(=O)Nc2cc(C)cc(C)c2)c1	-21	-32	8	6	1	-21	0	1	2.6
O=C(O)c1n[nH]c2c1CCCCC2	-5	1	-2	0	-3	-3	3	-2	1.6
CCN(C[C@H]1N[C@@](C)(C(=O)OC)[C@H]2C(=O)N(C)C(=O)[C@@H]12)C(=O)COc1ccccc1	-3	·	1	·	·	13	0	4	·
Cc1nc2n(COCCO)cnn2c(=O)c1Br	5	-14	-4	-2	-2	-5	1	-1	4.9
O=C(CSc1cccc[n+]1[O-])NC1CCCCCCC1	-18	-5	4	0	-2	-4	1	5	-2.4

Sorted by value in GRK2 aptamer HTS (smallest number first): some entries from above
| mol | GRK2 aptamer HTS |
| --- | --- |
| CCCNC(=O)C(Cc1ccccc1)NC(=O)c1cccc([N+](=O)[O-])c1 (centres undefined) | 0 |
| COc1cc(Cl)ccc1OCc1cc(C(=O)NCC(C)c2ccccc2)no1 (centres undefined) | 1 |
| Fc1ccccc1-n1[nH]nnc1=S | 2 |
| Cc1ccc(NC(=O)c2cnccn2)c(Br)c1 | 3 |
| COc1ccc2oc(C(=O)OCC(=O)NC3(C#N)CCCC3)c(C)c2c1 | 9 |

3 structures out of the list, ordered by heavy-atom count, low to high.
SMILES	JMJD2C inh	core dimer inh	procasp7 counter	PP1 counter	CTSL1 counter	VLA-4 inh	GRK2 aptamer HTS	proCasp3 act	PP5 primary
Nc1cc(N)nc(SCC(=O)NCc2ccco2)n1	0	-1	5	4	-1	-8	1	5	1.2
O=C(CN1C(=O)c2ccccc2C1=O)Nc1cccc2cccnc12	5	5	8	0	-4	-5	12	6	1.9
COc1cc(Cl)ccc1OCc1cc(C(=O)NCC(C)c2ccccc2)no1 (centres undefined)	-1	-2	5	6	1	19	1	7	2.7

High-throughput results: PubChem BioAssay, several laboratories
